Bioassay records deposited in PubChem by several laboratories.
DNMT1 block = blocks human DNA methyltransferase DNMT1. P26358. 360,000 tested, 0.83% active. AID 588458. DNMT1 molecular beacon, Hinp1I cleavage, fluorescence. inhibition (reported as % activation of signal), % at 10 µM; in the data active = inhibition above about 50%
SUMO1 PPI mod = SUMO1-SIM interaction modulation | P63165 | SUMO1 binding to a labelled peptide, TR-FRET, 1 h | inhibition, % at 20 µM | 360,000 tested, 0.33% active; in the data active = inhibition above about 37%
Target sequence (P63165 whole entry, looked up): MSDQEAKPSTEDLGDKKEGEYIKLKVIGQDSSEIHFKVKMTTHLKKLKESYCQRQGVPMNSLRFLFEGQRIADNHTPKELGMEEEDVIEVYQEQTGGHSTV
LMPTP block = LMPTP (human) inhibition | P24666 | recombinant LMPTP-A, OMFP fluorogenic substrate, fluorescence intensity | inhibition, % at 20 µM | 360,000 tested, 0.22% active | AID 651560;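 active = compounds that cut the enzyme signal by at least half of the control window in the single-dose screen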;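 also: plate controls were DMSO wells with enzyme plus substrate for no effect and substrate without enzyme for full effect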
Target sequence (P24666 whole entry, looked up): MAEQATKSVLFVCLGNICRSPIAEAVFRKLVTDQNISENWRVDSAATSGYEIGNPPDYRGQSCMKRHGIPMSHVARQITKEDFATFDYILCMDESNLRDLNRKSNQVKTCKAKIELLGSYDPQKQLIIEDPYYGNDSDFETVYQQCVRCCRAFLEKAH
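Test system: LMPTP-A, protein tyrosine phosphatase of low molecular weight; Input: 0.625 nM enzyme; Incubation: 50 min dark incubation at room temperature; Signal: endpoint fluorescence intensity from OMFP dephosphorylation; Read-out basis: % inhibition versus control wells.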
Rpn11 inh = inhibitors of human proteasome Rpn11; human 26S proteasome, Ub4-pepOG fluorescence polarization; 20S core pre-blocked with epoxomicin; O00487; 360,000 tested, 0.59% active; AID 588493; calls only at 20 µM;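 active = inhibition at 20 µM, scaled to each plate's controls, above about 33%, limit read from the data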
NadD block = inhibitors of Staphylococcus aureus NadD | purified NadD enzyme, colorimetric absorbance read-out | inhibition, % at 20 µM | 360,000 tested, 0.78% active | AID 602399; in the data active = inhibition above about 26%; also: some compounds past the cut are filed as inactive
TbMetRS inhib = Trypanosoma brucei MetRS inhibition. purified T. brucei MetRS, ATP depletion, Kinase-Glo luminescence. inhibition, % at 11.9 µM. 360,000 tested, 0.4% active. AID 624268;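 active = inhibition above a per-plate cutoff of the control wells' mean inhibition plus 3 SD, cut at about 5.5% in these data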;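 also: 0% = DMSO wells median and 100% = median of wells with control inhibitor compound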
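Test system: purified T. brucei MetRS enzyme. Also added: ATP, methionine and E. coli bulk tRNA substrates. Compound: 11.9 µM single point. Schedule: 15 min enzyme-compound preincubation, 2 h reaction, 10 min detection, 25 °C. Signal: luciferase luminescence of residual ATP, Kinase-Glo. Evaluation: percent inhibition versus plate control medians. Controls: DMSO wells, low control.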
CSN inh = blocks human CSN-mediated cullin deneddylation | Purified CSN, SCF-Nedd8-OG deneddylation, fluorescence polarization | 360,000 tested, 0.38% active | Q92905 | AID 651999 | inhibition, % at 12.5 µM;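 active = pattern-corrected inhibition above about 35%, with an unprinted fluorescence ratio check between 0.5 and 1.5, limit read from the data, passing the limit was not always enough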;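 also: 0% = enzyme with substrate and 100% = substrate without enzyme; some results filed as inactive read as strong as hits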
Target sequence (Q92905 whole entry, looked up, one chain of several): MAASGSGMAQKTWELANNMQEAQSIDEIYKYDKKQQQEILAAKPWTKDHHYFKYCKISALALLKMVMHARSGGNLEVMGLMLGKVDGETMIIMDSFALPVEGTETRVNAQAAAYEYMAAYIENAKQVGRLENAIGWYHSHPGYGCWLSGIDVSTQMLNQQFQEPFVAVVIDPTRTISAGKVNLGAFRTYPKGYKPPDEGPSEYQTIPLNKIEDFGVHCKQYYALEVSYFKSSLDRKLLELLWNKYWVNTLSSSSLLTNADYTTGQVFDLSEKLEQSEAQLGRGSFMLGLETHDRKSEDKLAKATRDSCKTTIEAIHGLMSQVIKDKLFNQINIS
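Assay system: purified human Csn5 enzyme expressed in HEK293T cells; measure: % inhibition; also added: SCFSkp2-Nedd8OG substrate at 10 nM final; technique: fluorescence polarization; times: reaction 90 min, room temperature; medium: Tris buffer pH 7.5, NaCl, DTT, Tween-20, trehalose, ovalbumin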
Scp-1 inhibitor = Scp-1 (human) phosphatase inhibition; Q9GZU7; Recombinant Scp1, phosphopeptide, malachite green phosphate absorbance; inhibition, % at 20 µM; 340,000 tested, 0.88% active;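 active = inhibition above about 50% at 20 µM, limit read from the data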;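 also: plate controls were DMSO wells with enzyme for no effect and wells lacking enzyme for full effect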
Target sequence (Q9GZU7 76-261 limits assumed): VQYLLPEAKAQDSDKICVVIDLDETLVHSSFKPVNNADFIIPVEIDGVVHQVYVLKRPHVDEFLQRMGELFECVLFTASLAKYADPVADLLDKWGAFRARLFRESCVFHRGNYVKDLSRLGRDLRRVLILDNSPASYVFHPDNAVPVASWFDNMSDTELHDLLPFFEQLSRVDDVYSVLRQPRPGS
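System: truncated SCP-1 phosphatase (76-261aa); medium: Tris acetate buffer pH 5.5 with MgCl2 and Tween-20; incubation: 45 min room-temperature reaction, 5 min colour, 30 min stabiliser; compound: single 20 µM dose, 1% DMSO; reagent: Phosphorylated 17-residue peptide substrate; read-out: % inhibition at 20 µM; technique: colorimetric free-phosphate detection, absorbance 630 nm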
STEP inh = STEP (human) phosphatase inhibition. P54829. recombinant STEP, OMFP fluorogenic substrate, fluorescence. inhibition, % at 20 µM. 360,000 tested, 0.25% active. AID 588621;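 active = inhibition at 20 µM, scaled per plate between control wells, above about 37%, limit read from the data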;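 also: 0% = DMSO with enzyme and substrate and 100% = substrate only without enzyme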
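System: isolated STEP enzyme; schedule: 20 min enzyme reaction at room temperature, protected from light; medium: Bis-Tris buffer pH 6.0, 2.5 mM DTT, 0.005% Tween 20; signal: fluorescence, 480/540 nm; dosing: single compound dose of 20 µM, 1% DMSO final; also added: OMFP substrate, 25 µM final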
MsrA inh = inhibitors of bovine MsrA. inhibition, % at 15.5 µM. purified bovine MsrA, absorbance read-out. 360,000 tested, 0.75% active. AID 651718; in the data active = inhibition above about 4.5%;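 also: 0% = vehicle wells with enzyme and 100% = reference inhibitor wells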
* hit, by the source's call; i = inactive; nt = no result given.

Below each compound – DNMT1 block	SUMO1 PPI mod	LMPTP block	Rpn11 inh	NadD block	TbMetRS inhib	CSN inh	Scp-1 inhibitor	STEP inh	MsrA inh
Cc1ccc(CNC(=O)c2ccc(N3CCc4ccccc43)c([N+](=O)[O-])c2)cc1
→ -7	-25	4.3	i	3	1.5	0	-17	2	1.4
CCOC(=O)C(C)On1c(-c2ccc(Cl)cc2)nc2ccc([N+](=O)[O-])cc21 (configuration not stated)
→ -6	-10	1.4	i	-4	3.6	3	-15	1	2.9
CN(CC(=O)NC(=O)NCc1ccccc1)Cc1ccc(Cl)c(Cl)c1
→ -7	-1	2.0	i	-1	1.0	3	-1	-3	-0.4
COc1cccc(OC)c1-c1nn2c(-c3ccccc3Cl)nnc2s1
→ 1	5	1.0	i	8	1.0	0	-2	6	1.6
CC(C)NC(=O)c1csc([C@@H]2O[C@H](CO)[C@H](O)[C@H](O)[C@H]2O)n1
→ 5	6	4.6	i	0	0.2	-3	nt	-5	-1.1
CC1(C)SC(=S)N(/N=C/c2ccccc2O)C1N(O)C(=O)Nc1ccccc1 (configuration not stated)
→ -2	-3	-0.7	i	1	-0.7	0	3	-1	1.6
CCOC(=O)Cc1nnc(NC(=O)CC)s1
→ 3	6	-2.1	i	-2	-0.7	8	1	-2	0.7
Cc1ccc(NC(=O)C2CCC(CNc3c(N4CCC(C)CC4)c(=O)c3=O)CC2)cc1F (configuration not stated)
→ 3	3	1.0	i	2	-0.4	-5	-2	2	-0.4
O=C1OCC=C1NNC(=O)c1cccnc1
→ -2	2	0.2	i	0	-0.4	2	-6	-2	0.9
CCc1nc(SCC(=O)c2ccccc2)c2c(=O)n(C)c(=O)n(C)c2n1
→ 2	8	0.2	i	-4	0.1	-3	-13	0	-0.3

Profiles as entered above:
CCc1nc(SCC(=O)c2ccccc2)c2c(=O)n(C)c(=O)n(C)c2n1 across the screens: DNMT1 block = 2; SUMO1 PPI mod = 8; LMPTP block = 0.2; Rpn11 inh = i; NadD block = -4; TbMetRS inhib = 0.1; CSN inh = -3; Scp-1 inhibitor = -13; STEP inh = 0; MsrA inh = -0.3
COc1cccc(OC)c1-c1nn2c(-c3ccccc3Cl)nnc2s1 across the screens: DNMT1 block = 1; SUMO1 PPI mod = 5; LMPTP block = 1.0; Rpn11 inh = i; NadD block = 8; TbMetRS inhib = 1.0; CSN inh = 0; Scp-1 inhibitor = -2; STEP inh = 6; MsrA inh = 1.6

(next part)
Below each compound – DNMT1 block	SUMO1 PPI mod	LMPTP block	Rpn11 inh	NadD block	TbMetRS inhib	CSN inh	Scp-1 inhibitor	STEP inh	MsrA inh
CCCn1cc(SCC(=O)Nc2nnc(C)s2)c2ccccc21
→ -2	2	-0.8	i	-2	0.0	-2	-8	0	0.0
O=C(c1cccc2ccccc12)C1CCCN(C(=O)CCN2CCCO2)C1 (configuration not stated)
→ -4	-7	-1.8	i	-3	-0.3	-4	-8	0	0.9
Cc1ccc(CNC(=O)c2oc3ccc(S(=O)(=O)N4CCOCC4)cc3c2C)cc1
→ -1	1	-0.7	i	-4	-1.1	-3	-7	-2	-1.1
C=CCNc1nc(-c2c(C)nc3sccn23)cs1
→ -10	-2	0.7	i	-1	0.1	5	-8	2	-1.5
C[C@@H]1CC=C[C@H]2[C@H]1C(=O)N(Cc1ccccc1)[C@H]2c1ccoc1
→ -2	7	1.5	i	1	-0.3	8	-4	1	-0.4
Cc1cccc(C)c1NC(=O)C1(NC(=O)C2CCCN2C(=O)OC(C)(C)C)CCCCC1 (configuration not stated)
→ 1	-1	-1.3	i	10	-0.6	-2	-5	0	0.6
CC(C(=O)N1CCCCC1)N(C)CC(=O)Nc1ccc(F)c(F)c1F (configuration not stated)
→ -3	-1	-1.7	i	-4	0.0	4	nt	-3	-1.1
O=C(c1cc2ccccc2oc1=O)N(Cc1ccco1)C1CCS(=O)(=O)C1 (configuration not stated)
→ -3	-8	-1.1	i	6	0.0	5	-7	-1	1.3
O=C(CSc1ccc(Cl)cc1)Nc1ccc(C2SCCS2)cc1
→ -3	-1	1.3	i	-1	0.2	4	3	-2	0.3
Cn1c(CO)cnc1S(=O)(=O)Cc1ccc(Cl)cc1
→ 2	2	-0.5	i	-3	-0.5	-1	-4	4	-0.1

(listing goes on)
Below each compound – DNMT1 block	SUMO1 PPI mod	LMPTP block	Rpn11 inh	NadD block	TbMetRS inhib	CSN inh	Scp-1 inhibitor	STEP inh	MsrA inh
O=C(NCc1cccnc1)c1cc(C2CCCN(C(=O)c3ccc4c(c3)CCO4)C2)on1 (configuration not stated)
→ -3	-1	0.3	i	3	-0.1	-2	nt	-5	-1.5
O=C(NCC1CCCO1)C(c1cccnc1)N(C(=O)Cc1cccs1)c1ccccc1 (configuration not stated)
→ 0	-3	-1.1	i	-5	0.0	-5	-3	0	1.8
Cc1ccc(C2C(C#N)=C(N)Oc3nc(-c4ccccc4)[nH]c32)o1 (configuration not stated)
→ -8	-9	1.2	i	2	-0.2	1	-15	2	0.4
O=C(CN(c1ccccn1)S(=O)(=O)c1ccc(F)cc1)Nc1ccccc1
→ 0	-2	-0.8	i	0	0.3	5	-4	-1	-0.4
COc1ccccc1NS(=O)(=O)c1ccc(C(=O)N2CC(C)OC(C)C2)cc1 (configuration not stated)
→ -2	-3	-1.4	i	-1	-0.4	0	-2	-1	-0.9
CCOC(=O)CC(NC(=O)c1cc2ccccc2oc1=O)c1cccc([N+](=O)[O-])c1 (configuration not stated)
→ 1	-21	1.2	i	-5	-0.3	-1	-9	1	0.0
CCN1C(=O)[C@H]2[C@@H](c3ccc(-c4cc(C(C)=O)cs4)cc3)N[C@@](Cc3ccccc3)(C(=O)OC)[C@H]2C1=O
→ 13	20	1.8	i	-3	0.0	3	1	0	2.2
O=C1Cc2ccccc2C(=O)N1CCc1ccccc1
→ -10	17	4.9	i	4	-0.5	10	-4	11	-0.3
Cc1cccc(C)c1NC(=O)COC(=O)c1ccc2[nH]c3c(c2c1)CCCC3
→ 17	2	-2.5	i	3	-0.9	4	-2	4	1.0
COc1ccc(S(=O)(=O)/N=C2/NC(=O)/C(=C\c3cc(OC)c(OC)cc3[N+](=O)[O-])S2)cc1
→ -4	9	1.2	i	5	0.3	3	-2	-4	0.7

Additional records follow:
Below each compound – DNMT1 block	SUMO1 PPI mod	LMPTP block	Rpn11 inh	NadD block	TbMetRS inhib	CSN inh	Scp-1 inhibitor	STEP inh	MsrA inh
COC(=O)c1ccc(NC(=O)c2cccc(N3C(=O)C4C5C=CC(C6CC56)C4C3=O)c2)cc1 (configuration not stated)
→ -3	-2	1.8	i	-2	-0.1	-1	-7	-2	0.2
CCOC(=O)N1CCN(C(=O)CS(=O)(=O)c2cn(Cc3ccccc3C)c3ccccc23)CC1
→ -12	1	1.0	i	0	-0.3	-1	3	-2	nt
O=C(O)CC(NNC(=O)c1ccccc1)C(=O)Nc1cccc([N+](=O)[O-])c1 (configuration not stated)
→ -1	-27	-0.1	i	0	-0.1	1	-2	0	0.5
O=C(Oc1ccc(Br)cc1C(=S)N1CCCC1)c1ccccc1F
→ -3	-1	-0.2	i	-6	0.0	-1	-20	5	1.0
CCc1cccc(NC(=O)CCCn2c(=O)[nH]c3ccsc3c2=O)c1
→ -1	1	0.6	i	-2	-0.3	4	1	-3	-1.5
NC(=O)c1ccc(NC(=O)COC(=O)CNC(=O)c2sc3ccccc3c2Cl)cc1
→ -2	-13	0.5	i	-4	-0.3	-2	3	2	-0.5
O=C(CNC(=O)Cc1ccccc1)NCC(=O)OCc1ccc(C(=O)c2ccccc2)cc1
→ 4	-3	1.3	i	-11	-0.9	1	15	1	nt
O=C(O)c1ccccc1-c1nc2ccccc2n1-c1ccccc1
→ 6	0	-2.9	i	1	-0.8	-13	0	-2	-0.1
Cn1c(=O)c2c(nc(Br)n2C/C=N/NC(N)=S)n(C)c1=O
→ 4	-1	-0.6	i	3	-0.6	-2	-4	-1	-0.1
COc1ccc(S(=O)(=O)N2CCCOC2CNC(=O)C(=O)NCCCN2CCOCC2)cc1 (configuration not stated)
→ 1	-3	-5.9	i	-7	-0.7	-2	6	-2	-0.6
Cc1ccc(S(=O)(=O)c2c(C)nn(C(C)(C)C)c2OC(=O)C(C)(C)C)cc1
→ 7	-5	2.8	i	-4	-0.7	-1	-13	6	0.4
Cc1cc(C)nc(N2CCC(C(=O)NC3CCCc4ccccc43)CC2)n1 (configuration not stated)
→ 12	0	-1.6	i	-2	-0.4	-5	-7	0	1.2
Cc1ccc(Cn2c(=N)c(S(=O)(=O)c3ccc(Br)cc3)cc3c(=O)n4ccccc4nc32)cc1
→ 0	-1	2.5	i	23	0.1	3	9	4	nt

Structural class: the entries above with an NH in an aromatic ring.
Below each compound – DNMT1 block	SUMO1 PPI mod	LMPTP block	Rpn11 inh	NadD block	TbMetRS inhib	CSN inh	Scp-1 inhibitor	STEP inh	MsrA inh
Cc1ccc(C2C(C#N)=C(N)Oc3nc(-c4ccccc4)[nH]c32)o1 (configuration not stated)
→ -8	-9	1.2	i	2	-0.2	1	-15	2	0.4
Cc1cccc(C)c1NC(=O)COC(=O)c1ccc2[nH]c3c(c2c1)CCCC3
→ 17	2	-2.5	i	3	-0.9	4	-2	4	1.0
CCc1cccc(NC(=O)CCCn2c(=O)[nH]c3ccsc3c2=O)c1
→ -1	1	0.6	i	-2	-0.3	4	1	-3	-1.5
